GLP-1R agonist = agonists of human GLP-1 receptor; HEK293 GLP-1R CRE-luciferase, luminescence, 4-6 h; cells express a hypersensitive GLP-1R form; Potency, µM (series often up to 45.6 µM), inactives show top-dose activation, actives largely listed as activators; hit rate 0.007% among 380,000; AID 624172; further: potency means the concentration at half of the fitted maximal effect; % of control where 0% means no effect
Target sequence (P43220 whole entry, looked up): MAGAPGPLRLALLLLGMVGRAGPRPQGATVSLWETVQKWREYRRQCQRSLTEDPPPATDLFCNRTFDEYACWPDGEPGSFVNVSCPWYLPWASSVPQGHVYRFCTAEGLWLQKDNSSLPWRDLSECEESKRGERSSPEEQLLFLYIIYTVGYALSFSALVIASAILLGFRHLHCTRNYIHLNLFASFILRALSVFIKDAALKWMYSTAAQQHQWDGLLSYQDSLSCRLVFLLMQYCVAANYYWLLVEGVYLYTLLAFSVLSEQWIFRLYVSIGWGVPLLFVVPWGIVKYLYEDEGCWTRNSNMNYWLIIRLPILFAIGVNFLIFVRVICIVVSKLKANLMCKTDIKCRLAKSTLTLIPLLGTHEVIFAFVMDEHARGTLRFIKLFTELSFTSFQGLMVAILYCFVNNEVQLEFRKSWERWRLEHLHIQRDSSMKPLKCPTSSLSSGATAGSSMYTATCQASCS
DRD3 antagonist = blocks the human D3 dopamine receptor; P35462; D3R cells, DiscoveRx beta-arrestin luminescence, antagonist mode; active compounds read low; max response, negative = inhibition, %; hit rate 2.5% among 360,000; AID 652054; in the data active means max response below about -50%; inconclusive means no clear call, values can overlap the other calls; further: on the % scale 0 is the no-effect control and ±100 the full control effect; mostly tested at two doses, the higher about 12 µM
Target sequence (P35462 whole entry, looked up): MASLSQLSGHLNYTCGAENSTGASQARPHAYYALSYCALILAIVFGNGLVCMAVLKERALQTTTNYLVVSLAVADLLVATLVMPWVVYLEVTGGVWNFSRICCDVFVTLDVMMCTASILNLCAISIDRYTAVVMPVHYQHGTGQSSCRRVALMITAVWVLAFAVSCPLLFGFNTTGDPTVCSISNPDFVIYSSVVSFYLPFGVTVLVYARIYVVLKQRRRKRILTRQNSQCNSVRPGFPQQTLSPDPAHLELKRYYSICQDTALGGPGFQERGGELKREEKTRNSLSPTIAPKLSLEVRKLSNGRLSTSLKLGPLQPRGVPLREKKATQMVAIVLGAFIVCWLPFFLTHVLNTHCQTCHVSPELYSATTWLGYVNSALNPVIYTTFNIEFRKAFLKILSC
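Cells plated overnight at 1500 cells/well, then exposed to library compounds with dopamine controls for 90 minutes at 37 degrees C. DiscoveRx reagent added for 30–60 minutes at room temperature; luminescence read, quantitative HTS format.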
HT1080-NT tox = kills 2HG-producing HT-1080-NT fibrosarcoma cells; HT-1080-NT fibrosarcoma viability, CellTiter-Glo ATP luminescence, 48 h; Potency, µM (doses to about 46.1 µM), for the others: top-dose activity, negative = less viability, actives largely listed as cytotoxic; hit rate 1.6% among 360,000;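 further: NT is the 2HG producing partner of a matched IDH1 knockdown line; potency means the concentration at half of the fitted maximal effect; 0% = DMSO-treated cells and -100% = media-only wells without cells; nearly all actives have a fitted effect of over 55% in size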
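Compounds were tested in concentration-response format on HT-1080-NT cells for 48 hours at 37 degrees C. Cell viability came from CellTiter-Glo luminescence; curves were classified by r2, response magnitude and activity.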
KB-3-1 cytotox = kills parental KB-3-1 adenocarcinoma cells; KB-3-1 viability, CellTiter-Glo ATP luminescence, 72 h; Potency, µM (titrated, usually from 46.1 µM), without a hit: at the highest dose activity change, negative = cytotoxic, actives largely listed as cytotoxic; hit rate 1.4% among 400,000; further: potency means the concentration at half of the fitted maximal effect; on the % scale 0 is the no-effect control and ±100 the full control effect; nearly all actives have a fitted effect of over 60% in size
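Multi-concentration cytotoxicity screen in KB-3-1 cells grown in DMEM lacking phenol red with 10% FBS. After 72 h at 37 °C with compound, ATP-dependent luminescence was recorded.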
SW480 rereplic = DNA re-replication induction in SW480 cells; hit rate 1.8% among 340,000; SW480 DNA re-replication, Hoechst DNA content imaging, 48 h; Potency, µM (top dose mostly 46.1 µM), inactives show at the top dose re-replication activation, hits mostly activators; AID 624297; further: potency means the concentration at half of the fitted maximal effect; % of control where 0% means no effect; nearly all actives have a fitted effect of over 55% in size
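Treated cells incubate 48 hr (37 C, 5% CO2), are stained 40 min with Hoechst, and nuclear fluorescence is enumerated; a rise in nuclei with high DNA signal marks re-replication.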
KB-V1 cytotox = kills drug-selected multidrug resistant KB-V1 cells; hit rate 3.4% among 400,000; Potency, µM (top dose mostly 46.1 µM), for inactives: top-dose activity change, negative = cytotoxicity, actives largely listed as cytotoxic; AID 1347076; KB-V1 MDR cells viability, CellTiter-Glo, 72 h; further: potency means the concentration at half of the fitted maximal effect; on the % scale 0 is the no-effect control and ±100 the full control effect; nearly all actives have a fitted effect of over 60% in size
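KB-V1, DMEM (no phenol red) + 10% FBS; cpd pin-transferred, titration series; 72 h, 37 degrees C; CellTiter-Glo, luminescence. Data normalized, curve-fit.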
HT1080 IDH1KD tx = toxicity to HT-1080 IDH1 knockdown cells (counter line); HT-1080 IDH1 knockdown viability, ATP luminescence, 48 h; Potency, µM (doses to about 46.1 µM), for inactives: top-dose activity, negative = toxicity, actives largely listed as cytotoxic; hit rate 2% among 360,000; AID 686971;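 further: potency means the concentration at half of the fitted maximal effect; 0% = DMSO wells and -100% = cell-free medium wells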
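Luminescent ATP read-out (CellTiter-Glo, 10 min at room temperature) after 48 h compound exposure at 37 °C gave viability of IDH1-knockdown HT-1080 cells. Activity was normalised to DMSO and cell-free wells, then fitted as concentration-response curves.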
D3 ag = activates the human D3 dopamine receptor. max activation, %. AID 652048. hit rate 0.58% among 410,000. D3R DiscoveRx beta-arrestin cells, luminescence, 90 min. P35462; in the data active means max activation above about 30%; further: 0% is about no effect; mostly tested at two doses, the higher about 12 µM
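Cells at 1500/well, incubated overnight, then treated with pinned compounds (dopamine as control) for 90 min at 37 degrees C. DiscoveRx reagent added for 30 - 60 minutes at room temperature; luminescence read.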
IL1B secr inh = inflammasome signaling inhibition, IL-1 beta readout; THP-1 LPS/ATP IL-1B secretion, AlphaLISA, 16 h; active compounds read low; activity change, % at 57.5 µM; hit rate 4.7% among 360,000; AID 743279; in the data active means activity change below about -50%; inconclusive means mostly about -30% to -49%; further: on the % scale 0 is the no-effect control and ±100 the full control effect
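THP-1 cells pretreated 1 hr with compounds (up to 57.5 uM final), then stimulated with LPS (250 ng/mL final) plus ATP (1.25 mM final); secreted IL-1B measured by AlphaLISA after 16 hr, decreased signal indicating inhibition.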
* hit, by the source's call; ? = inconclusive; . = not tested or not shown; & = joins results of further samples; [ ] = dose if it differs, or a comment. Unless noted, the call rests on the fitted dose curve; in most records, active means well fitted curve in the direction sought with a large enough effect; inconclusive means small, poorly fitted or top-dose-only effect, or another doubt; inactive means no such curve, though single readings can be large; an effect the other way counts as inactive or inconclusive.

SMILES	GLP-1R agonist	DRD3 antagonist	HT1080-NT tox	KB-3-1 cytotox	SW480 rereplic	KB-V1 cytotox	HT1080 IDH1KD tx	D3 ag	IL1B secr inh
Cc1ccc(CNS(=O)(=O)c2ccc3c(c2)C(C)(C)C(=O)N3C)cc1	-2%	-1	17%	8%	-15%	12%	-2%	4	14
O=C(NNC(=S)NC(=O)c1ccccc1[N+](=O)[O-])c1ccccc1O	-1%	18	-17%	?	-16%	-16%	-12%	27	25
Cc1cc(C)c2c(N)c(C(=O)NNC(=O)c3ccccc3)sc2n1	10%	3	9%	9%	-2%	11%	11%	7	-7
CCCCCn1c(CNC(=O)c2ccccc2)nc2ccccc21	-6%	.	.	-2%	.	-1%	.	-21	.
COc1ccc(C(=O)/C=C/c2ccc(N(C)C)cc2)c(OC)c1	?	14	?	?	?	?	?	4	-100*
O=C(Nc1ccc2c(c1)CCCN2C(=O)c1cccs1)c1c(F)cccc1F	12%&0%	-11	-25%	?	-2%	?	-24%	-2&-1	-27
Cc1cc([N+](=O)[O-])ccc1NC(=O)CSc1nccc(=O)[nH]1	12%	3	5%	10%	-4%	5%	2%	9	0
COc1cccc(-n2nnnc2SCC(=O)Nc2ccc(OC)cc2OC)c1	-2%	11	15%	-3%	-22%	-12%	-4%	-7	-5
Cc1ccc(C(=O)N/N=C\c2cccn2C)cn1	-5%	-1	4%	19%	1%[9.22 µM]	1%	1%	-4	-2
CC1CCc2[nH]c3ccc(C(=O)N(C)CC(=O)Nc4ccccc4Cl)cc3c2C1 (stereo not given)	-11%	-20	0%	18%	-2%	?	-21%	-5	-24
CCN1CCN(c2c(Cl)cccc2NC(=O)c2cccs2)CC1	4%	-1	-26%	0%	?	-5%	-15%	1	-23
COCCCNC(=S)NC(=O)c1ccc(C)cc1	1%	5	0%	-7%	-8%	18µM*	14%	-7	0
Cn1c(=O)n(CC(N)=O)c(=O)c2c1nc1n2CCCN1Cc1ccccc1	-4%	-9	9%	9%	-12%	?	3%	4	-11
CC(NC(=O)COC(=O)c1ccc(Cl)cc1O)c1ccc(F)cc1 (stereo not given)	-2%	-1	0%	-4%	-3%	-16%	-15%	0	3
Cc1cccc(-n2cc(CN3CCCN(C=O)CC3)c(-c3cccc(F)c3)n2)c1	1%	9	18%	44%	1%	?	-8%	-8	-11

A draw from above in order of molar mass, descending:
SMILES	GLP-1R agonist	DRD3 antagonist	HT1080-NT tox	KB-3-1 cytotox	SW480 rereplic	KB-V1 cytotox	HT1080 IDH1KD tx	D3 ag	IL1B secr inh
CC1CCc2[nH]c3ccc(C(=O)N(C)CC(=O)Nc4ccccc4Cl)cc3c2C1 (stereo not given)	-11%	-20	0%	18%	-2%	?	-21%	-5	-24
COc1cccc(-n2nnnc2SCC(=O)Nc2ccc(OC)cc2OC)c1	-2%	11	15%	-3%	-22%	-12%	-4%	-7	-5
O=C(Nc1ccc2c(c1)CCCN2C(=O)c1cccs1)c1c(F)cccc1F	12%&0%	-11	-25%	?	-2%	?	-24%	-2&-1	-27
Cn1c(=O)n(CC(N)=O)c(=O)c2c1nc1n2CCCN1Cc1ccccc1	-4%	-9	9%	9%	-12%	?	3%	4	-11
Cc1ccc(CNS(=O)(=O)c2ccc3c(c2)C(C)(C)C(=O)N3C)cc1	-2%	-1	17%	8%	-15%	12%	-2%	4	14
CC(NC(=O)COC(=O)c1ccc(Cl)cc1O)c1ccc(F)cc1 (stereo not given)	-2%	-1	0%	-4%	-3%	-16%	-15%	0	3
CCN1CCN(c2c(Cl)cccc2NC(=O)c2cccs2)CC1	4%	-1	-26%	0%	?	-5%	-15%	1	-23
Cc1cc(C)c2c(N)c(C(=O)NNC(=O)c3ccccc3)sc2n1	10%	3	9%	9%	-2%	11%	11%	7	-7
CCCCCn1c(CNC(=O)c2ccccc2)nc2ccccc21	-6%	.	.	-2%	.	-1%	.	-21	.
COCCCNC(=S)NC(=O)c1ccc(C)cc1	1%	5	0%	-7%	-8%	18µM*	14%	-7	0
Cc1ccc(C(=O)N/N=C\c2cccn2C)cn1	-5%	-1	4%	19%	1%[9.22 µM]	1%	1%	-4	-2

Further results follow:
SMILES	GLP-1R agonist	DRD3 antagonist	HT1080-NT tox	KB-3-1 cytotox	SW480 rereplic	KB-V1 cytotox	HT1080 IDH1KD tx	D3 ag	IL1B secr inh
CC(C)NC(=O)C1(C)CSCC(=O)N1Cc1cccc(F)c1 (stereo not given)	.	18	22%	7%	.	-4%	12%	5	0
CCc1ccc(OCC(=O)Nc2nnc(-c3ccco3)s2)cc1	-1%	2	?	4%	-24%	6%	14%	2	6
Cc1cccc(N2C(=O)CCC2=O)n1	12%	0	18%	18%	-1%	23%	5%	3	6
CC1(Cc2cccc(F)c2)C(=O)Nc2ccc(-c3cccnc3)cc21 (stereo not given)	-3%	-17	-6%	-1%	.	-16%	0%	-19	83
Nc1c(C(=O)NCc2ccc3c(c2)OCO3)nnn1Cc1ccc(Br)cc1	7%	3	-18%	11%	15%	7%	?	3	13
COc1ccc(NC(=O)c2ccc(C#N)cc2)cc1NS(=O)(=O)c1ccc(F)cc1	21%	-15	-2%	-4%	-1%	-7%	-1%	1	1
COc1cc([N+](=O)[O-])ccc1NC(=O)Nc1cccnc1	2%	-25	1%	?	-5%	4%	6%	-9	-10
CC(NC(=O)c1ccccc1Br)C1CC2CCC1C2 (stereo not given)	8%	6	-18%	-5%	0%	-7%	-2%	-8	-17
COc1cc(C=Nc2c(C)cc(C)cc2C)ccc1OC(C)=O	-15%	4	10%	10%	1%	3%	8%	18	14
COc1ccc(C(=O)Oc2cc(C)c(CN3CCOCC3)cc2C)cc1OC	26%	9	-17%	-6%	3%	-8%	-4%	13	12
COc1ccc(NS(=O)(=O)c2cccc(NC(=O)CCC(=O)c3ccc(Cl)cc3)c2)cc1	-1%	12	-5%	-11%	9%	18µM*	?	2	4
COc1ccc(N2C(=O)CN(Cc3cc(OC)c(OC)c(OC)c3)C2=S)cc1	1%	58	-2%	-13%	-1%	?	-23%	5	8
O=CNc1cc(-c2ccc(C(=O)NC3CC3)cc2)cn2c(-c3ccc(F)cc3)cnc12	12%	12	?	-2%	.	?	8.2µM*	16	-78*
CC(=O)C1=C(O)C(=O)N(c2ccc(O)cc2)C1c1ccccc1Cl (stereo not given)	-1%	19	9%	6%	3%	19%	11%	-7	2
O=C(O)CC1=C(c2ccc(F)cc2)CCC1=O	-3%	-2	16%	4%	2%	21%	15%	-9	19
CCN(CC)CCOC(=O)c1ccc(NC(=O)CCCN2C(=O)/C(=C/c3cccs3)SC2=S)cc1	-22%	-74*	-11%	?	?	?	-29%	-46	0
COc1ccccc1N(CC1CO1)S(=O)(=O)c1ccc(C)cc1 (stereo not given)	9%	2	-10%	-9%	-1%	-23%	-2%	9	-16
O=c1[nH]c2ccccc2n1C1CCN(CCOc2ccccc2)CC1	1%	-110*	-15%	?	.	?	-17%	-8	-52*
O=C(CCc1nc2ccccc2c(=O)[nH]1)NC1CCN(Cc2ccccc2)CC1	-6%	?	0%	9%	-9%	1%	-1%	-4	23
CC1Cc2ccccc2N1C(=O)CSc1nncn1C (stereo not given)	3%	-13	18%	-5%	0%	2%	6%	0	4
COc1ccc(C)cc1NS(=O)(=O)c1cccc2nonc12	0%	-52*	3%	4%	-2%	-8%	3%	2	-2
CCC1Oc2ccccc2N(CC(=O)NCCN2CCc3ccccc3C2)C1=O (stereo not given)	-1%	-53*	10%	0%	1%	-8%	?	-28	-15
Cn1c(=O)c2c(n(Cc3ccccc3)c1=O)NC(=O)C2CC(=O)O (stereo not given)	-6%	-5	2%	1%	-4%	2%	9%	-1	3
O=C(COC(=O)/C=C/c1ccc2c(c1)OCO2)NC1CCS(=O)(=O)C1 (stereo not given)	8%	3	7%	5%	0%	6%	0%	5	-29
COc1cc2nc(SCC(N)=O)n(CCC3=CCCCC3)c(=O)c2cc1OC	0%	7	-22%	-10%	29%	-17%	?	6	21
Cc1ccc(F)cc1NC(=O)Nc1cc(C(C)(C)C)nn1C	-3%	3	3%	9%	-10%	3%	1%	1	-13
COc1cc(OC)cc(-c2c(C#Cc3ccsc3)c3cc(Br)ccc3n2C)c1	0%	4	-19%	1%	4%	-22%	-1%	-7	30
COc1ccc(NC(=O)CSc2nc(N)c3cc4c(nc3n2)CCCC4)c(OC)c1	6%	10	?	-28%	7%	-2%	?	0	110
O=C1C2C3C=CC(C3)C2C(=O)N1Cc1cccnc1 (stereo not given)	0%	18	8%	-2%	4%	?	5%	-1	6
CCCC(=O)Nc1cnc(NC(=O)c2cccc(F)c2)cc1C	-12%	14	-16%	-19%	1%	-15%	-22%	1	-10
COC(=O)c1ccccc1NC(=O)C1CC(=O)N(c2ccc(OC)cc2)C1 (stereo not given)	1%	2	?	?	?	?	-23%	4	-2
CCOC(=O)C1CCN(c2ncnc3cc(OC)c(OC)cc23)CC1	?	24	1%	-6%	-1%	5%	-1%	-12	-19
N#C/C=C1\Sc2ccccc2C(=O)N1CC(=O)N1CCN(S(=O)(=O)c2ccccc2)CC1	-5%	22	-1%	6%	?	?	9%	14	-15

Source: PubChem
